Assay outcomes (PubChem)
esBAF inh: Bmi1 luciferase reporter increase in mESCs, primary screen, esBAF inhibitor project, mouse ES cells, Bmi1 luciferase knock-in, single point; 24 h; 100% = twice the neutral-well signal; reporter increase, % at 12.5 µM; 350,000 compounds, 2% hits; AID 602393, 2012; in the data active = activation above about 40%;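 note: 0% = median of the plate's neutral control wells and 100% = double that signal; a rise in the Bmi1 reporter signal indicates esBAF inhibition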
FN deposition inh: inhibitors of fibronectin matrix deposition, primary screen, AH1F cells, Alexa488-fibronectin fluorescence, plate reader; AH1F fibroblasts, overnight; inhibition, % at 12.6 µM; 350,000 compounds, 0.086% hits;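 active = mean inhibition across replicates of 30% or more, regardless of how many single replicates reach that level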;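 note: positive control wells lacked labelled fibronectin entirely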
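Assay system: AH1F fibroblasts / Quantity: 10000 cells per well / Medium: DMEM plus 2% serum, read in PBS / Reagent: labelled fibronectin 24 nM / Dosing: single dose, pinned / Times: 1 h cell attachment, overnight exposure to compound and label / Signal: fluorescence, ex 485 nm, em 525 nm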
S100A4 MyoIIA: inhibitors of S100A4-myosin IIA peptide binding, primary screen, biochemical, fluorescence polarization, TAMRA-MyoIIA peptide. inhibition, % at 10.7 µM. AID 652163, 2013. 360,000 compounds, 0.14% hits;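 active = mean inhibition of at least 70% across replicates, with every replicate also reaching that level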
Target sequence (P26447 whole entry, looked up): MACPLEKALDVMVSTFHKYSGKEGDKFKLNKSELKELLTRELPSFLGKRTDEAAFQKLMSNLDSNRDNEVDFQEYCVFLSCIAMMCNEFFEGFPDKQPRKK
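incubation = readout 5 min after mixing, signal stable up to 60 min | system = S100A4 monomer protein | buffer or medium = HEPES pH 7.2 with CaCl2, KCl, NaCl, DTT, Triton | benchmarks = neutral control DMSO, positive control TFP | also added = fluorescent myosin IIA peptide, 5 nM | compound dosing = one concentration per compound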
CASP6 VEID inh: human caspase-6 inhibitors, primary screen, biochemical, VEID-R110 fluorescence, single point, set 2 | 350,000 compounds, 0.53% hits | P55212 | inhibition, % at 12.5 µM | purified caspase-6, Z-VEID-R110 cleavage fluorescence;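 active = mean inhibition across replicates at least about 35%, with every replicate also reaching that limit, limit read from the data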;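 note: 0% = median of neutral control wells and 100% = no fluorescence left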
Target sequence (P55212 24-179 limits assumed): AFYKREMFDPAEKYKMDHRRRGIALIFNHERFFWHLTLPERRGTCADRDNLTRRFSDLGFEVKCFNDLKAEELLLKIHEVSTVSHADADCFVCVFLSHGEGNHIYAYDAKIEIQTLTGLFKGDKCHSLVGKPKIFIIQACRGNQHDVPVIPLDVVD
Target sequence (P55212 194-293 limits assumed): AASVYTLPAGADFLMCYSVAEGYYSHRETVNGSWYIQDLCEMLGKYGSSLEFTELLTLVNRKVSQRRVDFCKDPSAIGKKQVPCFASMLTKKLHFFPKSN
LGR2 inh: inhibitors of bursicon-induced LGR2 CRE-luciferase signal, primary screen, cell-based, HEK293, CRE-luciferase reporter, bursicon stimulation; bursicon-stimulated, 4 h; Drosophila bursicon receptor LGR2 (rickets); inhibition, % at 9.99 µM; AID 720647, 2013; 380,000 compounds, 0.35% hits;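 active = drop in luminescence signal, shown as inhibition above about 50% in the replicate tests, limit read from the data, passing the limit was not always enough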;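 note: agonist challenge used bursicon conditioned medium at about half maximal strength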
C2C12 statin: suppressors of statin myotoxicity in C2C12 myotubes, primary screen, cell-based, single point, plate reader; C2C12 myotubes + simvastatin, ATP luminescence, 48 h; scaled: DMSO 0, geranylgeraniol control 100; rescue of ATP level, % at 7.49 µM; 330,000 compounds, 0.78% hits; AID 602340, 2012;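 active = mean ATP rescue above about 67%, or every replicate alone reaching that limit, limit read from the data, passing the limit was not always enough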;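 note: myotubes were challenged with 10 µM simvastatin during compound exposure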
SIRT5 block: SIRT5 desuccinylase inhibitors, primary screen, biochemical, fluorescence imaging, single point, set 5 | NAD-dependent protein deacylase sirtuin-5, mitochondrial (Homo sapiens), Q9NXA8 | Purified SirT5, succinyl-peptide AMC, trypsin-coupled fluorescence | inhibition, % at 15 µM | 330,000 compounds, 1.1% hits | AID 652115, 2013; in the data active = inhibition above about 15%
Target sequence (Q9NXA8 whole entry, looked up): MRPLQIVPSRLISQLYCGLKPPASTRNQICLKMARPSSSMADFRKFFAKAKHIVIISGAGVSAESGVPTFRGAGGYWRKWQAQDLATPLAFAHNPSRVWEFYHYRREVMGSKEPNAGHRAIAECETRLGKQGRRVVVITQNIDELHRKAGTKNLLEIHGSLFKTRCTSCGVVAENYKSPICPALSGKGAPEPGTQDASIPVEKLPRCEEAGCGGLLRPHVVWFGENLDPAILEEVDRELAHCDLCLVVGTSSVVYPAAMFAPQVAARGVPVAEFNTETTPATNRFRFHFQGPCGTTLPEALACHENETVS
* hit, by the source's call; . = not tested or not shown. The list is partial; the hit share may differ from the screen's.

SMILES	esBAF inh	FN deposition inh	S100A4 MyoIIA	CASP6 VEID inh	LGR2 inh	C2C12 statin	SIRT5 block
Cc1noc(C)c1C(=O)OCC(=O)NCCc1ccc(S(N)(=O)=O)cc1	0	-8	-3	3	-8	1	-1
COc1cccc(N2C(=NC(=O)C3CCCCC3)SC3CS(=O)(=O)CC32)c1 (configuration not stated)	-3	4	-5	1	3	17	-1
CCCC(C)NC1=NCCCCC1 (configuration not stated)	5	.	1	2	0	2	-5
Cc1nc2c(sc3nc4c(cc32)COC(C)(C)C4)c(=O)n1CC(=O)NCc1ccco1	26	.	6	6	0	-25	-2
Nc1nc(Br)c2ccccc2c1-c1ccccc1	15	1	-8	-1	17	9	-7
CN(C)c1nc(N)c(C(=O)N=C(N)N)nc1Cl	2	8	4	-2	.	-6	-2
COC(=O)C1=CN(c2c(C)cc(C)cc2C)C(N)=C(C#N)C1c1cccc(F)c1 (configuration not stated)	.	.	1	-2	-9	.	1
C[C@@H]1CN([C@H](C)CO)C(=O)c2cc(NC(=O)Nc3ccc4c(c3)OCO4)ccc2O[C@@H](C)CCCCO[C@H]1CN(C)Cc1ccccc1	-4	6	-4	-1	3	-174	-1
Cc1ccc2c(C)c(C)c(=O)n(C)c2c1	.	-1	-2	0	0	.	.
CC(C)(C)OC(=O)C[C@H]1C/C=C\C[C@@H](CC(=O)N(CCO)Cc2ccccc2)C(=O)NCCOC1=O	0	-8	-3	3	-4	0	.
Cc1ccnc(N2CCC(C(=O)NNC(=O)COc3cccc4ccccc34)CC2)n1	.	6	-2	-2	4	.	1
COc1ccc(CC(=O)N2N=C(C)CC2(O)c2cccnc2)cc1OC (configuration not stated)	4	6	7	-3	11	4	0
Nc1cc(=O)[nH]c(SCC(=O)N2CCCCC2)n1	.	-9	-1	-1	-18	.	2
Cc1cccc(NC(=S)N2CCN(S(C)(=O)=O)CC2)c1	.	5	-5	0	-6	.	0
COc1ccc(CCNC(=O)c2ccc(SC)cc2OC)cc1	.	.	-5	4	-12	.	-8
CC1CN(C(=O)c2ccc(C(=O)c3ccccc3)cc2)CC(C)O1 (configuration not stated)	3	.	2	-2	6	3	-1
COc1ccc(/C=C/C(=O)OCC(=O)NC2CCCC2)cc1	-1	6	1	2	-5	1	-1
COc1cccc(CNC(=O)C[C@H]2CC[C@H](NC(=O)C3CCC3)[C@H](CO)O2)c1	-3	.	-4	1	1	-4	0
COc1cccc(-c2cc3onc(-c4ccccc4)c3c(=O)n2C)c1	-17	-8	-2	0	26	-13	.
COC(=O)C1C(=O)C2=C(CC1C)NC(C)=C(C(=O)OC1CCCC1)C2c1ccc(N(C)C)cc1 (configuration not stated)	27	7	.	.	.	-2	.
Cn1c(=O)[nH]c(=O)c2c1[nH]c(=S)n2CCCc1ccccc1	-12	-10	1	5	10	2	-3
CCC(=O)Nc1ccc2c(c1)C(=O)N(C)C[C@H](OC)[C@@H](C)CN(Cc1ccncc1)[C@@H](C)CO2	3	9	7	.	-9	-17	-2
Cc1nc(-c2ccc(S(=O)(=O)N3CCN(c4cccc(C)c4C)CC3)cc2)co1	9	-2	2	-2	-34	2	-2
COc1ccc(OC)c(NC(=O)Nc2cnccn2)c1	0	-13	-1	-2	-4	-9	-3
COC(=O)Cc1c(O)ccn(CCc2c[nH]c3ccc(OC)cc23)c1=O	3	4	0	2	-9	8	-2
CCOc1ccc(N2C(=O)S/C(=C\c3cc(OC)c(OC)c(OC)c3)C2=O)cc1	.	-3	-1	1	4	.	-2
CCOc1ccc(S(=O)(=O)N/N=C(\C)c2ccc(OC)cc2OC)cc1	.	-9	8	-1	-1	.	-5
Cc1ccc(-n2c(O)c(C=NC3CCS(=O)(=O)C3)c3ccccc3c2=O)cc1C (configuration not stated)	6	.	6	0	17	6	-1
CNC[C@@H]1Oc2c(NC(=O)Nc3ccccc3)cccc2C(=O)N([C@H](C)CO)C[C@@H]1C	5	-8	1	0	3	28	-2
C[C@H](CO)N1C[C@H](C)[C@H](CN(C)C(=O)Nc2ccc(F)cc2)Oc2ccc(NC(=O)NC3CCCCC3)cc2C1=O	1	5	-4	1	2	19	-32
CC(C)(C)n1nc2c(c1NC(=O)c1ccccc1C(F)(F)F)CS(=O)(=O)C2	.	11	-1	2	2	.	-4
Cn1c2c(c(=O)n(C)c1=O)C1(C(=O)Nc3ccccc31)C(C#N)=C(N)O2 (configuration not stated)	0	0	.	.	.	-5	.
Cc1ccccc1Cn1c(=O)n(CC2CCC(C(=O)NCCc3ccccc3)CC2)c(=O)c2ccccc21 (configuration not stated)	.	-4	3	-1	.	.	-6
O=C(c1cnn2c(C(F)(F)F)cc(-c3ccc(F)cc3)nc12)N1CCc2ccccc2C1	0	5	1	5	-6	20	-1
Cc1ccccc1OCC(=O)OCC(=O)NC1CCCCCC1	.	0	-5	2	2	14	-3
CC(C)(C)c1ccc(C(=O)N2CCN(S(=O)(=O)c3ccc(Br)s3)CC2)cc1	7	5	4	-1	-10	10	-2
COc1ccccc1/C=C/C=N/NC(=O)c1cccs1	.	-1	-5	-6	-64	.	-2
C[C@H]1CN([C@@H](C)CO)C(=O)c2cc(C#CC3CCCCC3)cnc2O[C@@H]1CN(C)Cc1cccnc1	-8	.	-3	-1	6	26	2
COc1cc(C(C[N+](=O)[O-])c2c(C)[nH]c3ccccc23)ccc1O (configuration not stated)	.	11	0	-3	.	.	3
CCOC(=O)N1CCC(NC(=O)CS(=O)(=O)Cc2nc(-c3cccc(OC)c3)oc2C)CC1	-5	-5	.	.	.	12	.
C[C@H](CO)N1C[C@H](C)[C@@H](CN(C)Cc2ccc3c(c2)OCO3)Oc2ccc(NC(=O)Nc3cccc4ccccc34)cc2C1=O	3	.	0	1	17	50	.
CN(C)CC(=O)N[C@H]1CC[C@@H](CCNC(=O)C2CC2)O[C@H]1CO	.	-8	5	-2	4	.	0
COCC(=O)N1[C@H](CO)[C@@H]2c3ccccc3N(C(=O)NC(C)C)C[C@@H]21	.	.	5	2	8	.	-1
C[C@@H]1CN([C@H](C)CO)S(=O)(=O)c2ccc(C#Cc3ccccc3)cc2O[C@@H]1CN(C)C	-3	.	3	3	-8	1	2
Cc1ccc(C(=O)OCC(=O)NC(C)C2CC3CCC2C3)cc1N (configuration not stated)	2	2	3	4	5	38	-1
N#Cc1nc(Cc2ccccc2)oc1NCCCn1ccnc1	10	.	-2	-23	5	-11	4
O=S(=O)(c1ccc(Br)cc1)N1CCN(c2ccc3nnc(-c4ccccc4)n3n2)CC1	5	-3	-2	1	1	-6	-4
O=C(CC1C[C@H](C(=O)N2CCCCC2)[C@@]2(CCc3ccccc3)c3[nH]c4ccccc4c3CCN2C1=O)NCc1cccc(C(F)(F)F)c1 (some centres not stated)	4	.	4	0	19	5	-2
CC(=O)N(C)C[C@H]1Oc2cc(/C=C/c3ccccc3)ccc2S(=O)(=O)N([C@H](C)CO)C[C@@H]1C	-2	.	-2	3	10	3	5
CC(Oc1cccc(NC(=O)c2cccs2)c1)C(=O)c1ccccc1 (configuration not stated)	5	0	-2	-3	.	-11	-4
COc1ccc(C(=O)OCC(=O)c2ccc[nH]2)cc1	51*	7	1	4	-89	4	-3
COc1ccc(OS(=O)(=O)Cc2ccccc2)cc1	10	5	-3	-1	-24	3	0
O=C(NCCOc1ccccc1F)C1CC(=O)N(Cc2ccccc2)C1 (configuration not stated)	-12	-3	-1	0	-2	0	-2
CCCCN(C)S(=O)(=O)c1cc2c(cc1Br)CCN2C(=O)C1CC1	-12	.	-2	-1	4	-23	.
C[C@@H]1CN([C@H](C)CO)C(=O)c2cccc(N(C)C)c2O[C@@H]1CN(C)Cc1ccc(-c2ccccc2)cc1	2	.	-3	-2	4	15	0
Cc1ccc2nc3n(c(=O)c2c1)-c1ccccc1C(=O)NC3Cc1ccc(O)cc1 (configuration not stated)	.	4	-2	-3	1	.	.
O=C(O)c1ccccc1C(c1ccccc1)c1ccccc1O (configuration not stated)	.	1	3	0	9	.	-9
CC1(C)Cc2nc(-c3ccccc3)nc(NNC(=O)c3ccco3)c2CO1	4	-6	2	1	7	0	-1
c1ccc2c(c1)COC(CNC1CCCCC1)OC2	.	-14	-28	1	-23	.	-5
C[C@H](CO)N1C[C@H](C)[C@@H](CN(C)C(=O)Nc2ccccc2)Oc2ccc(NC(=O)Nc3ccccc3)cc2CC1=O	-10	.	-11	2	7	-36	3
OC(CNCc1cccc(Br)c1)c1ccccc1 (configuration not stated)	.	-6	3	.	12	.	-7
Clc1ccc(-c2nc3cnccn3c2Nc2ccc3c(c2)OCO3)cc1	-9	-9	-2	-1	13	20	8
Cn1c(=O)[nH]c(=O)c2c1nc(NCc1ccco1)n2Cc1ccccc1Cl	.	2	-1	-2	-6	.	-3

Structures listed so far containing an aryl methoxy group (15):
SMILES	esBAF inh	FN deposition inh	S100A4 MyoIIA	CASP6 VEID inh	LGR2 inh	C2C12 statin	SIRT5 block
COc1cccc(N2C(=NC(=O)C3CCCCC3)SC3CS(=O)(=O)CC32)c1 (configuration not stated)	-3	4	-5	1	3	17	-1
COc1ccc(CC(=O)N2N=C(C)CC2(O)c2cccnc2)cc1OC (configuration not stated)	4	6	7	-3	11	4	0
COc1ccc(CCNC(=O)c2ccc(SC)cc2OC)cc1	.	.	-5	4	-12	.	-8
COc1ccc(/C=C/C(=O)OCC(=O)NC2CCCC2)cc1	-1	6	1	2	-5	1	-1
COc1cccc(CNC(=O)C[C@H]2CC[C@H](NC(=O)C3CCC3)[C@H](CO)O2)c1	-3	.	-4	1	1	-4	0
COc1cccc(-c2cc3onc(-c4ccccc4)c3c(=O)n2C)c1	-17	-8	-2	0	26	-13	.
COc1ccc(OC)c(NC(=O)Nc2cnccn2)c1	0	-13	-1	-2	-4	-9	-3
COC(=O)Cc1c(O)ccn(CCc2c[nH]c3ccc(OC)cc23)c1=O	3	4	0	2	-9	8	-2
CCOc1ccc(N2C(=O)S/C(=C\c3cc(OC)c(OC)c(OC)c3)C2=O)cc1	.	-3	-1	1	4	.	-2
CCOc1ccc(S(=O)(=O)N/N=C(\C)c2ccc(OC)cc2OC)cc1	.	-9	8	-1	-1	.	-5
COc1ccccc1/C=C/C=N/NC(=O)c1cccs1	.	-1	-5	-6	-64	.	-2
COc1cc(C(C[N+](=O)[O-])c2c(C)[nH]c3ccccc23)ccc1O (configuration not stated)	.	11	0	-3	.	.	3
CCOC(=O)N1CCC(NC(=O)CS(=O)(=O)Cc2nc(-c3cccc(OC)c3)oc2C)CC1	-5	-5	.	.	.	12	.
COc1ccc(C(=O)OCC(=O)c2ccc[nH]2)cc1	51*	7	1	4	-89	4	-3
COc1ccc(OS(=O)(=O)Cc2ccccc2)cc1	10	5	-3	-1	-24	3	0
